Screens (PubChem BioAssay)
4MU fluor = qHTS Assay for Spectroscopic Profiling in 4-MU Spectral Region | compound autofluorescence, 340/450 nm, 4-MU equivalents; active compounds read high | max dye-equivalent concentration, M | hit rate 11% among 59,000 | AID 589, 2007; in the data active = max dye-equivalent concentration above about 10 nM; inconclusive = mostly about 1.1 nM to 9.6 nM
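Compounds in 100 mM Tris, pH 8.0, incubated 15 min at room temperature, then fluorescence read at 340 nm excitation/450 nm emission. Signal converted to 4-MU dye-equivalent concentration using an on-plate six-point 4-MU standard curve.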
UbGFP stabilizer = Ubiquitin-GFP Assay; Potency, µM (series often up to 45.9 µM), inactives show at the highest dose activation (GFP accumulation), hits mostly activators; 67,000 tested, under 10 active; Ubiquitin-GFP reporter cells, proteasome inhibition, GFP fluorescence; response scale: untreated = 0%, 10 µM MG-132 = 100%; active = well fitted activation curve with a large enough effect, not every such curve was filed as active; inconclusive = small, poorly fitted or top-dose-only effect, or another doubt; inactive = no such curve, though single readings can be large or run the other way; also: potency is read from the fitted curve at half-maximal effect
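U2OS Ub(G76V)-GFP reporter; O/N plating, 0.5% FBS; cpd 46 uM–2.9 nM, 4 h, 37 °C; GFP+ cell count, 488/515 nm; norm. to basal vs 10 uM MG-132; CRC fit.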
Fluorescein autfl = qHTS Assay for Spectroscopic Profiling in Fluorescein Spectral Region. Compound autofluorescence, 480/540 nm, fluorescein-equivalent; active compounds read high. max fluorescein-equivalent concentration, M. hit rate 0.91% among 59,000; in the data active = max fluorescein-equivalent concentration above about 10 nM; inconclusive = between about 1.1 nM and that limit
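Values reflect compound autofluorescence, normalized to fluorescein on the same plate and reported at each tested concentration. Conditions: 100 mM Tris pH 8.0, room temperature, 15 min, excitation 480 nm, emission 540 nm.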
GFP derepression = qHTS Assay for Epigenetic Modulators. mouse C127i GFP locus derepression, cytometry, 30 h. Potency, µM (highest dose often 46.1 µM), for the others: top-dose GFP derepression (activation). hit rate 0.09% among 68,000. AID 597, 2007; also: % of control where 0% means no effect
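Murine C127i mammary cells carrying a silenced, stably integrated CMV-driven GFP reporter were treated with compound for 30 hours at 37 C. After PBS washes, GFP-positive cells were counted by laser-scanning microplate cytometry.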
Caspase-7 inhib = qHTS Assay for Allosteric/Competitive Inhibitors of Caspase-7 | recombinant caspase-7, Ac-DEVD-AFC fluorescence rate | Potency, µM (doses to about 57.5 µM), inactives show at the highest dose activity change, negative = inhibition, usual class: inhibitors | hit rate 0.02% among 75,000; active = well fitted inhibition curve with a large enough effect in the main read-out, with a control signal flat, not every such curve was filed as active; inconclusive = small, poorly fitted or top-dose-only effect, or a change in a side signal; also: potency is read from the fitted curve at half-maximal effect; % of control where 0% means no effect
HEK293 cAMP ctrl = qHTS Assay for Agonists of the Thyroid Stimulating Hormone Receptor: Activators of Intracellular cAMP Concentrations in Parental HEK 293 | parental HEK293 CNG cAMP sensor, membrane potential fluorescence | Potency, µM (doses to about 57.1 µM), for inactives: top-dose activation, actives largely listed as activators | hit rate 2.5% among 73,000 | AID 938, 2007; also: potency is read from the fitted curve at half-maximal effect; % of control where 0% means no effect; nearly all actives have a fitted effect of over 55% in size
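Parental HEK 293 cells stably expressing a modified CNG channel (no TSHR) report cAMP rise as membrane depolarization. Membrane potential dye with 100 uM RO 20-1724 was loaded for 60 min at room temperature, then compound added for 30 min; fluorescence read at 590 nm.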
BRCT PPI red = qHTS Assay for Inhibitors of BRCT-Phosphoprotein Interaction (Red Fluorophore). BRCT-phosphopeptide binding, red fluorescence polarization. Potency, µM (top dose mostly 76.9 µM), for the others: top-dose activity change, negative = inhibition, most hits filed as inhibitors. Breast cancer type 1 susceptibility protein (Homo sapiens), P38398. hit rate 0.03% among 75,000; also: % is scaled to controls: 0 for no effect and ±100 for the full control effect
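Rhodamine-labelled pBACH1 10-mer (100 nM) bound to BRCT domain (100 nM) at pH 7.3; compounds incubated 12 min room temperature, polarization read. Free peptide defines full inhibition; unlabelled decapeptide titrated as control.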
BRCT inh green = qHTS Assay for Inhibitors of BRCT-Phosphoprotein Interaction (Green Fluorophore); AID 875, 2007; BRCA1 BRCT-phosphopeptide binding, green fluorescence polarization; Potency, µM (top dose mostly 76.9 µM), inactives show top-dose activity change, negative = inhibition, actives largely listed as inhibitors; Breast cancer type 1 susceptibility protein (Homo sapiens), P38398; hit rate 0.05% among 75,000;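 also: potency is read from the fitted curve at half-maximal effect; plate controls were peptide without protein for full effect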
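Compounds were incubated for 12 min at room temperature with a complex of 100 nM fluorescein-tagged pBACH1 decapeptide and 250 nM His-tagged BRCT protein. Buffer was phosphate pH 7.3 with EDTA, DTT and Tween 20. Disruption of binding lowers the polarization signal.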
A350 fluor = qHTS Assay for Spectroscopic Profiling in A350 Spectral Region; max dye-equivalent concentration, M; hit rate 11% among 59,000; Compound autofluorescence, 340/450 nm, Alexa 350 dye-equivalents; active compounds read high; AID 590, 2007; in the data active = max dye-equivalent concentration above about 10 nM; inconclusive = mostly about 1.1 nM to 9.6 nM
Caspase-1 inhib = qHTS Assay for Allosteric/Competitive Inhibitors of Caspase-1 | Caspase-1 enzyme, Ac-WEHD-AFC fluorogenic rate | AID 900, 2007 | Potency, µM (highest dose often 57.5 µM), for the others: at the top dose activity change, negative = inhibition, most hits filed as inhibitors | P29466 | hit rate 0.03% among 75,000;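 also: potency is read from the fitted curve at half-maximal effect; plate controls were vehicle for no effect and no substrate for full effect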
USP2a inhib = qHTS Assay for Inhibitors of Ubiquitin-specific Protease USP2a; hit rate 0.1% among 60,000; Potency, µM (doses to about 38.3 µM), inactives show top-dose activity change, negative = inhibition, usual class: inhibitors; USP2a enzymatic assay, qHTS inhibition;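 also: potency is read from the fitted curve at half-maximal effect; nearly all actives have a fitted effect of over 60% in size; plate controls were DMSO for no effect and NEM full inhibition control for full effect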
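20 nM USP2 core + cpd, 30 min RT; add 20 nM Ub-PLA2/20 uM NBD C6-HPC; read Ex460/Em535 at 0 h and 2.5 h. Normalized to NEM; qHTS curve fit/classification.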
Starred values were filed as active, the others as inactive; i = inactive; ? = inconclusive; · = not tested or not shown; [ ] = dose if it differs, or a comment. Unless noted, calls follow the shape of the dose curve; as a rule, active = well fitted curve in the direction sought with a large enough effect; inconclusive = small, poorly fitted or top-dose-only effect, or another doubt; inactive = no such curve, though single readings can be large; an effect the other way counts as inactive or inconclusive. An excerpt (hit frequency here may not be typical).

SMILES	4MU fluor	UbGFP stabilizer	Fluorescein autfl	GFP derepression	Caspase-7 inhib	HEK293 cAMP ctrl	BRCT PPI red	BRCT inh green	A350 fluor	Caspase-1 inhib	USP2a inhib
Cc1ccc(C)c(N2CCN(C(=O)C3CCN(S(=O)(=O)c4cccc5nsnc45)CC3)CC2)c1	?	3%	i	2%	-1%	-12%	1.1%	0.1%	?	-2%	32%[activator]
CC(C)CC(=O)Nc1ccc(-c2cn3ccsc3n2)cc1	i	4%	i	-3%	0%	-4%	0.3%	-1.6%	i	-2%	20%
O=C(CSc1ncnc2c1cnn2-c1ccccc1)Nc1ccc2c(c1)OCO2	i	-3%	i	3%	-3%	?	-0.8%	-1.0%	i	-3%	-1%
CC(CCC(=O)O)C1CCC2C3C(=O)C[C@@H]4CC(=O)CC[C@@]4(C)C3CC(=O)[C@]12C (stereo partly drawn)	·	·	·	·	0%	·	-3.4%	1.2%	·	0%	-3%
CN1CCN(C(=O)c2cnn(-c3ccccc3)c2NC(=O)c2cccs2)CC1	i	-6%	i	-1%	0%	1%	0.0%	-1.8%	i	-12%	1%
CSc1nc(C)cc(Oc2ccc(=O)n(C)n2)n1	i	4%	i	-3%	-1%	6%	-0.1%	-1.7%	i	1%	-2%
C/C(N)=C(/C#N)C(=O)CSc1nnc(Nc2c(C)cccc2C)s1	i	1%	?	3%	-4%	5%	-1.6%	-1.2%	i	4%	18%
CCNc1ncc2nc(-c3cn(C)c4ccccc34)c(=O)n(Cc3ccc(F)cc3)c2n1	i	25%	i	-5%[9.22 µM]	?	6%[0.457 µM]	1.2%	-3.3%	?	?	196%[activator]
COc1cccc(Cn2c(=O)c(-c3ccccc3)nc3cnc(OC)nc32)c1	i	4%	i	11%[9.22 µM]	-9%	6%	-1.0%	-0.2%	i	-9%	81%[activator]
CCCCCN=Cc1c(C)[nH]n(-c2nc3ccccc3s2)c1=O	·	9%[9.17 µM]	·	1%	1%	7%[11.4 µM]	0.1%	2.2%	·	0%	18%[7.66 µM]
COc1cccc(C2C(C(=O)Nc3cccnc3)=C(C)Nc3nnnn32)c1OC (stereo not drawn)	i	2%	i	2%	2%	-1%	1.1%	1.3%	i	-1%	3%
O=C(Nc1ccccc1)N(Cc1cccnc1)Cc1ccco1	i	1%	?	3%	1%	15%	1.0%	-1.5%	i	0%	3%
COc1cccc(NC(=O)CSc2nncn2N)c1	i	1%	i	-4%	0%	-6%	0.8%	-2.4%	i	0%	-1%
COc1cccc(C(=O)Nc2cc(C)c3c(=O)oc4ccccc4c3n2)c1	·	-9%	·	·	1%	7%	0.9%	-1.2%	·	-8%	·
CCOC(=O)c1cccc(NC(=O)CSc2nnc(-c3ccoc3C)n2CC)c1	i	2%	?	0%	-3%	29%	0.3%	-2.0%	i	1%	21%
C=CCSC1=C(C#N)C(c2cc(Br)c(O)c(OC)c2)CC(=O)N1 (stereo not drawn)	i	5%	i	-3%	1%	-5%	0.2%	-3.1%	i	1%	0%
CCCS(=O)(=O)NCc1cn2c(C)csc2n1	·	13%	·	·	4%	?	-2.3%	-0.1%	·	0%	·
O=C(c1ccccc1)c1nnc(-c2ccncc2)o1	i	3%	i	-1%	-2%	-5%	0.0%	-0.8%	i	-4%	-3%
Cc1ccnc(NS(=O)(=O)c2ccc(NC(=O)C3CCCNC3=O)cc2)n1 (stereo not drawn)	i	5%	i	0%	-1%	?	0.7%	-4.5%	i	0%	-8%
CCc1ccc2[nH]c(=O)c(C(c3nnnn3Cc3ccccc3)N3CCOCC3)cc2c1 (stereo not drawn)	4.2e-08M*	-4%	i	1%	-2%	14%	0.1%	0.8%	3.7e-08M*	-5%	19%
CN1CCN(CCc2nc3cc(NC(=O)COc4ccccc4)ccc3n2C)CC1	i	-4%	i	3%	1%	7%	0.6%	-3.0%	i	-2%	-1%
CN1CCN(c2nc(-c3ccncc3)nc3ccccc23)CC1	i	-4%	?	3%	0%	-1%	-3.7%	3.3%	i	-3%	-5%
COc1ccc(S(=O)(=O)NCc2ccccc2Cl)cc1OC	·	-13%	·	2%	1%	-1%	0.7%	-0.9%	·	-1%	4%
CCc1ccc(NC(=O)CSc2nnc(Cn3c(=O)sc4ccccc43)n2C)cc1	·	-4%	·	·	1%	1%	-2.1%	-2.2%	·	-4%	·
Cc1onc(-c2c(F)cccc2Cl)c1C(=O)OCN1C(=O)c2ccccc2C1=O	·	-12%	·	0%	-1%	?	0.5%	-2.3%	·	-10%	-19%
CC(C)Oc1ccc(C2CNC(=O)C2)cc1 (stereo not drawn)	·	10%	·	·	1%	?	0.0%	0.6%	·	-2%	·
O=C(N1CCCCC1)C12CC3CC(C1)CC(C(=O)N1CCCCC1)(C3)C2	i	10%	i	5%	0%	11%	0.6%	0.5%	i	-1%	-4%
O=C(O)CCS(=O)(=O)Cc1cccc(Cl)c1	i	-4%	?	0%	0%	7%	0.3%	0.9%	i	1%	-8%
O=C1CCCCC1Sc1nnc(Cc2cccs2)n1CCc1ccccc1 (stereo not drawn)	i	-2%	i	0%	-4%	10µM*	-0.5%	-0.2%	i	0%	38%[activator]
CCCNS(=O)(=O)c1ccc(OCC(=O)Nc2ccccc2F)cc1	i	0%	i	-3%	0%	3%	0.1%	-0.6%	i	1%	6%
CN(C)C(=O)CSc1nnc2sc3ccccc3n12	i	2%	i	0%	-1%	-2%	-0.1%	-0.5%	i	1%	-5%
COC(=O)Nc1ccc(C)cc1NC(=O)OC	i	3%	i	0%	0%	-1%	-0.4%	0.1%	i	1%	-2%
COc1cc(-c2noc(CCC(=O)Nc3cccnc3)n2)cc(OC)c1OC	i	0%	i	-3%	0%	6%	1.4%	0.1%	i	-1%	8%
COc1ccc(CN(Cc2cc3cccc(C)c3[nH]c2=O)C(=O)N(C)C)cc1	i	-1%	?	0%	0%	12%	1.5%	-1.8%	i	1%	15%
COc1ccc(S(=O)(=O)N(C(C)=O)c2ccc3oc(=O)sc3c2)cc1	i	-2%	i	2%	-1%	-29%	-0.7%	-1.4%	i	-3%	22%
O=C(c1cc(S(=O)(=O)N2CCCCC2)c(Cl)cc1N1CCOCC1)N1CCOCC1	·	-12%	·	-2%	0%	22%	0.0%	-1.5%	·	0%	-1%
CCc1nnc(NC(=O)C2CCCN2S(=O)(=O)c2ccc(F)cc2)s1 (stereo not drawn)	i	0%	i	-2%	2%	4%	-1.1%	4.4%	i	-1%	·
Cc1nn(Cc2ccccc2Cl)c(C)c1N	i	-11%	?	-3%	2%	10%	-0.3%	-4.0%	i	1%	-8%
O=S1(=O)[C@H]([C@H]2CC3c4ccccc4C2c2ccccc23)[C@@H](N2CCCCC2)[C@@H]1c1ccccc1	i	8%[9.17 µM]	i	7%[9.22 µM]	-1%[11.5 µM]	27%[11.4 µM]	-3.3%[15.4 µM]	0.2%[15.4 µM]	i	4%[11.5 µM]	·
CC(=O)c1c(N(C)C)ccnc1C(F)(F)F	·	-7%[9.17 µM]	·	1%	2%	8%[11.4 µM]	-1.7%	-0.5%	·	-2%	2%[7.66 µM]
Cc1cc(C)c2c(n1)sc1c(N3CCN(CCO)CC3)ncnc12	i	-1%	i	1%	-1%	-6%	-0.2%	-1.0%	i	-1%	0%
O=C(O)c1ccc(Cl)cc1Cl	·	·	·	·	1%	-1%	0.0%	0.4%	·	?	·
CCOc1ccc(NC(=O)C2CC(=O)NC(N3CCc4ccccc43)=N2)cc1 (stereo not drawn)	i	3%	?	3%	-1%	5%	1.3%	-2.8%	i	-1%	3%
CS(=O)(=O)N1CCc2cc(S(=O)(=O)Nc3ccc4oc5c(c4c3)CCCC5)ccc21	i	-1%	i	0%	-4%	2%	-0.9%	-0.5%	i	-2%	40%[activator]
O=S(=O)(c1ccccc1)N1CCC[C@@]2(CCN(Cc3cc(C(F)(F)F)cc(C(F)(F)F)c3)C2)C1	i	3%	?	2%[9.22 µM]	-1%	-8%	-1.6%	-5.3%	i	1%	34%[activator]
CC1(C(=O)NCCN2CCOCC2)C=CC2(CCCCC2)N1C(=O)c1ccccc1 (stereo not drawn)	·	·	·	·	-1%	22%	0.4%	0.4%	·	-2%	·
Cc1cc(NC(=O)CSc2ccc(Cl)cc2)no1	i	?	?	2%	0%	1%	-2.5%	-0.8%	i	4%	3%
CCOC(=O)N1CCN(C(=O)Nc2ccccc2Cl)CC1	i	4%	i	1%	0%	9%	0.0%	0.4%	i	-3%	4%
